RNase H inhibition = RNase H inhibition, HIV 1 Gag Pol polyprotein, FRET biochemical assay, screening (AID 372); 0.77% of 100,000 active; HIV-1 RT RNase H, FRET RNA/DNA substrate fluorescence; higher % means a stronger effect; one-dose inhibition, % at 10 µM; IC50 in µM for titrated hits; in the data active = inhibition above about 50%
* hit, by the source's call. This is a subset. The share of hits here may be higher or lower than overall.

SMILES | RNase H inhibition
O=C(NC(=S)Nc1cc([N+](=O)[O-])ccc1Cl)c1ccc(-c2ccccc2)cc1 | 0%
O=C(NCc1ccc2c(c1)OCO2)C1CC(=O)N(c2ccccc2)C1 (stereo not drawn) | 7%
CCc1ccc(OCCOc2ccc(C=O)cc2OC)cc1 | 0%
Cc1ccc(Cl)cc1N(CC(=O)NCCSc1ccccn1)S(C)(=O)=O | 5%
CCOc1ccccc1/C=N/NC(=O)CSc1nc2ccccc2n1Cc1ccccc1 | 24%
Cc1ccc(Cl)cc1NC(=O)c1cccc2ccccc12 | 4%
CCCCOn1nnc2ccc([N+](=O)[O-])cc21 | 0%
CC(C)OC(=O)NC(c1ccccc1)C(Cl)(Cl)Cl (stereo not drawn) | 1%
O=C(Nc1ccc2c(c1)C(=O)c1ccccc1C2=O)c1ccc(-c2ccc([N+](=O)[O-])cc2)o1 | 8%
COc1cccc(-c2nc(-c3ccc(Cl)cc3Cl)no2)c1 | 7%
Cc1ccc(-c2cc(-c3ccccc3)nc(N/N=C/c3cc(Br)ccc3O)n2)cc1 | 18%
CCCOc1ccc(CCN2CCC(=O)NC2=O)cc1C | 36%
COc1cc(-c2c(C#N)c(N)n3c(nc4ccccc43)c2C#N)ccc1OCc1ccccc1F | 44%
Cc1cccc(/C=N/NC(=O)c2cccc(Br)c2)c1 | 6%
CCOC(=O)N1CCN(c2cc(N3CCOCC3)c(F)cc2[N+](=O)[O-])CC1 | 0%
O=C(CSC1CC(=O)N(c2cc(Cl)cc(Cl)c2)C1=O)Nc1ccc(Br)cc1 (stereo not drawn) | 8%
Cc1ccc(N(CC(=O)NCc2ccccc2C)S(C)(=O)=O)cc1 | 3%
COc1cc(/C=C2\SC(=S)NC2=O)cc(Br)c1OCc1c(C)no[n+]1[O-] | 41%
O=C(CN(Cc1ccccc1)S(=O)(=O)c1ccccc1)N/N=C/c1ccc2c(c1)OCO2 | 18%
O=C(NC1CCCCC1)Oc1cccc2ccccc12 | 0%
Cc1ccc(-n2c(C)cc(/C=C3\NC(=S)NC3=O)c2C)cc1C | 21%
CCc1nc2c(c(=O)[nH]1)C1(CCCCC1)Cc1ccccc1-2 | 11%
CNc1ccc([N+](=O)[O-])cc1-n1cnc(-c2ccccc2)c1 | 9%
CCn1c2ccccc2c2cc(CN3CCN(C(=O)c4cccs4)CC3)ccc21 | 20%
CC1(C)Cc2ccccc2C2=NNC(=O)C2=N1 | 18%
O=C(/C=C/c1ccc(-c2ccc([N+](=O)[O-])cc2Cl)o1)c1ccc(F)cc1 | 45%
CC1=C/C(=N\N=C2\NC(=O)C(CC(=O)Nc3ccccc3F)S2)CC(C)(C)C1 (stereo not drawn) | 2%
O=C1NC(=O)N(c2ccccc2F)C(=O)/C1=C\c1ccc(-c2ccc(Cl)cc2[N+](=O)[O-])o1 | 23%
COc1ccc(C2CC(=O)C3=C(C2)NC(C)=C(C(=O)OC2CCCC2)C3c2ccc([N+](=O)[O-])cc2)cc1 (stereo not drawn) | 7%
O=C(O)CSCC(NC(=S)Nc1ccccc1)C(=O)O (stereo not drawn) | 17%
Cc1c(Cl)cccc1NC(=O)c1ccc(-c2cccc([N+](=O)[O-])c2)o1 | 39%
C=CCc1cc(/C=C2\C(=O)NC(=S)N(c3ccc(OCC)cc3)C2=O)cc(OC)c1OCC(=O)O | 0%
COc1ccccc1OCCCOc1ccc(C)c(C)c1 | 14%
Cc1ccc(-n2c(-c3cccc(C)c3)n[nH]c2=S)cc1 | 0%
Cc1cc(C)c(O)c(N=Cc2ccc(Cl)cc2Cl)c1 | 12%
N#Cc1c(-c2ccc(Cl)cc2)n(Cc2ccccc2)c(=O)n(Cc2ccccc2)c1=O | 8%
O=C(N/N=C/c1cc(I)ccc1O)c1ccccn1 | 0%
COC(=O)c1ccc(/C=C2\SC(=S)N(c3cccc(C)c3C)C2=O)cc1 | 0%
Cc1ccc(C(=O)NCCN(C)C)cc1 | 16%
O=C(c1ccc(F)cc1)c1ccc(-c2[nH]c(-c3cc([N+](=O)[O-])ccc3O)nc2-c2ccccc2)cc1 | 29%
Cc1cccc(N2C(=O)CC(SC(=N)N3N=C(c4cccs4)CC3c3ccc(Br)cc3)C2=O)c1 (stereo not drawn) | 14%
Cc1ccsc1C1C(C#N)=C(N)OC2=C1C(=O)CC(c1ccccc1)C2 (stereo not drawn) | 19%
NS(=O)(=O)c1ccc(CCNC(=O)Nc2ccc(Cl)cc2)cc1 | 7%
COc1cc(Nc2ccc(C)cc2)c([N+](=O)[O-])nc1[N+](=O)[O-] | 0%
Cc1ccc(OCCCCCCN2CCOCC2)cc1C | 9%
O=C(Nc1nccs1)c1ccc(N2C(=O)c3ccc([N+](=O)[O-])cc3C2=O)cc1 | 31%
O=C(O)c1ccc(CNC(=O)C2CCCCC2C(=O)O)cc1 (stereo not drawn) | 0%
O=C(NCc1cccnc1)c1ccc(CSc2ccc(Cl)cc2)cc1 | 30%
COc1ccc(/C=N/n2cnnc2)cc1Cn1nc(C)c([N+](=O)[O-])c1C | 10%
Cc1cc(C)c2oc(-c3ccc(NC(=S)NC(=O)c4cccs4)cc3)nc2c1 | 47%
N#Cc1ccccc1NC(=O)CC1Sc2ccc(C(F)(F)F)cc2NC1=O (stereo not drawn) | 0%
C/C(=N\NS(=O)(=O)c1ccccc1)c1ccc2c(c1)OCCO2 | 16%
COc1ccc(/C=C(/NC(=O)c2ccco2)C(=O)Nc2ccc(I)cc2)cc1 | 16%
CC(C)(C)c1ccc(Oc2coc3c(CN4CCOCC4)c(O)ccc3c2=O)cc1 | 0%
O=C(Cc1ccccc1)NC(NC(=O)Cc1ccccc1)c1cccc([N+](=O)[O-])c1 | 1%
Cc1cc(C)nc(N/N=C\c2c[nH]c3ccccc23)n1 | 2%
COc1cccc(NC(=O)Cc2cccc3ccccc23)c1 | 5%
Cc1ccc(/C=C(/C#N)C(=O)Nc2cccc(Br)c2)cc1[N+](=O)[O-] | 2%
COc1ccc2c(c1)OCC/C2=N\OC(=O)c1cccc2ccccc12 | 0%
CCCCOc1ccc(/C=C2/C(=O)NN(c3ccc(C)cc3)C2=O)cc1OC | 12%

Some of the entries above in another layout.
molecule	RNase H inhibition
Cc1cc(C)c2oc(-c3ccc(NC(=S)NC(=O)c4cccs4)cc3)nc2c1	47%
O=C(O)c1ccc(CNC(=O)C2CCCCC2C(=O)O)cc1 (stereo not drawn)	0%
Cc1cc(C)nc(N/N=C\c2c[nH]c3ccccc23)n1	2%

(listing goes on)
SMILES | RNase H inhibition
Cc1ccc2c(nc3s/c(=C\c4ccc(-c5cccc(C(F)(F)F)c5)o4)c(=O)n32)c1C | 12%
COc1ccc(OCC(=O)Nc2ccc(-c3nc4ccc(C)cc4s3)cc2)cc1 | 11%
Cc1cc(C)cc(N=Cc2c(O)ccc3ccccc23)c1 | 0%
COc1cc(C2C(C(=O)OCCc3ccccc3)=C(C)NC3=C2C(=O)CC(c2ccc(Cl)cc2)C3)ccc1OCc1ccccc1 (stereo not drawn) | 7%
COc1cc([N+](=O)[O-])ccc1NC(=O)C(C)C | 0%
CC(=O)C1=C(C)NC(=S)NC1c1cc([N+](=O)[O-])ccc1O (stereo not drawn) | 1%
CCc1cc(C)cc(OCCOc2cccc(/C=C3\SC(N)=NC3=O)c2)c1 | 39%
CCOC(=O)c1ccc(NC(=S)NCc2ccc(Cl)cc2)cc1 | 6%
CC(c1ccccc1)N1C(=O)/C(=C\c2ccc(Cl)cc2Cl)SC1=S (stereo not drawn) | 8%
Cc1[nH]n(-c2ccccc2)c(=O)c1C=Nc1ccc(S(=O)(=O)Nc2ccc(Cl)cc2)cc1 | 20%
CC(=O)Nc1nonc1-c1nc2ccccc2n1Cc1ccc(C(C)(C)C)cc1 | 17%
CCC(=O)NC(c1ccc(Cl)cc1)c1ccc2cccnc2c1O (stereo not drawn) | 14%
CCCCOC(=O)NC(Nc1ccc(S(=O)(=O)Nc2ccc(OC)nn2)cc1)(C(F)(F)F)C(F)(F)F | 6%
CCOC(=O)C1=C(C)N(CC(C)C)C(=O)/C1=C\c1ccco1 | 0%
Cc1ccc2oc(-c3cc(NC(=O)c4cccs4)ccc3O)nc2c1 | 25%
CCCOC(=O)C1=C(C)NC2=C(C(=O)CC(C)(C)C2)C1c1cccc(Br)c1 (stereo not drawn) | 13%
COc1cc([N+](=O)[O-])ccc1-c1ccc(/C=C2\C(=O)NC(=S)N(c3ccccc3)C2=O)o1 | 0%
CN(C)CCNC(=O)Cc1ccccc1 | 15%
COc1ccc(/C=C2\SC(=S)N(c3cccc(Br)c3)C2=O)cc1 | 11%
O=C1S/C(=C/c2ccc(O)c(O)c2)C(=O)N1c1ccccc1 | 60%*

Ordered by molar mass (ascending): four of the compounds above.
SMILES | RNase H inhibition
CCOC(=O)C1=C(C)N(CC(C)C)C(=O)/C1=C\c1ccco1 | 0%
CC(=O)Nc1nonc1-c1nc2ccccc2n1Cc1ccc(C(C)(C)C)cc1 | 17%
Cc1ccc2c(nc3s/c(=C\c4ccc(-c5cccc(C(F)(F)F)c5)o4)c(=O)n32)c1C | 12%
Cc1cccc(N2C(=O)CC(SC(=N)N3N=C(c4cccs4)CC3c3ccc(Br)cc3)C2=O)c1 (stereo not drawn) | 14%

The listing continues.
SMILES | RNase H inhibition
Cc1ccc(-c2cc(C(F)(F)F)n3nc(C(=O)N4CCOCC4)cc3n2)cc1 | 17%
CCN1C(=O)/C(=C/c2ccccc2OCCOc2ccc(C)cc2C)SC1=S | 19%
CCCC(C)C(=O)N1CCN(c2ccccc2)CC1 (stereo not drawn) | 8%
N#Cc1c(N)nc(SCC(=O)c2ccccc2)c(C#N)c1-c1ccc(Cl)cc1 | 31%
Cc1ccc(C(=O)NC2C(=O)N3C2SC(C)(C)C3C(=O)O)o1 (stereo not drawn) | 7%
O=C(N/N=C/c1cc(Br)cc(I)c1O)c1ccncc1 | 6%
COc1cc2ccccc2cc1C(=O)Nc1cccnc1 | 6%
Cn1cc(/C=C2/SC(=O)N(c3ccccc3)C2=O)c2ccccc21 | 12%
CCc1ccc2oc(-c3ccc(NC(=O)c4sc5ccccc5c4Cl)cc3)nc2c1 | 50%*
NC(=O)C1CCN(C(=O)c2ccco2)CC1 | 5%
COc1ccc(NS(=O)(=O)c2c(C)cc(C)cc2C)c([N+](=O)[O-])c1 | 9%
CCOC(=O)C1=CC2(SC=C(C(=O)OCC)S2)C2=C(S1)C(C)(C)N(C(=O)CC)c1ccc(C)cc12 (stereo not drawn) | 9%
Cc1cc(Cl)ccc1OCC(=O)Nc1nc2ccc(Cl)cc2s1 | 11%
COc1cccc(NC(=O)c2ccc(Cl)c([N+](=O)[O-])c2)c1 | 0%
COc1cccc(CN2CCN(Cc3ccc(C)cc3)CC2)c1OC | 8%
O=C(N/N=C\c1cc(Cl)cc(Br)c1O)c1ccc(Br)cc1 | 13%
COc1cccc2c(Cl)c(CC=C(Cl)Cl)c(C)nc12 | 16%
COc1ccc(OC)c(Nc2nc(-c3cccc(NC(=O)c4ccccc4)c3)cs2)c1 | 22%
Cc1ccc(N=Cc2cccc(O)c2O)cc1Br | 11%
O=C1N=c2ccccc2=C1c1sc(=Nc2ccccc2)n(-c2ccccc2)c1O | 14%

Entries listed so far that contain a COOH group, in the order listed:
SMILES | RNase H inhibition
O=C(O)CSCC(NC(=S)Nc1ccccc1)C(=O)O (stereo not drawn) | 17%
C=CCc1cc(/C=C2\C(=O)NC(=S)N(c3ccc(OCC)cc3)C2=O)cc(OC)c1OCC(=O)O | 0%
O=C(O)c1ccc(CNC(=O)C2CCCCC2C(=O)O)cc1 (stereo not drawn) | 0%
Cc1ccc(C(=O)NC2C(=O)N3C2SC(C)(C)C3C(=O)O)o1 (stereo not drawn) | 7%

Already shown: entries from further up.
SMILES | RNase H inhibition
Cc1cc(Cl)ccc1OCC(=O)Nc1nc2ccc(Cl)cc2s1 | 11%
COc1cccc(NC(=O)c2ccc(Cl)c([N+](=O)[O-])c2)c1 | 0%

(next part)
SMILES | RNase H inhibition
N#Cc1ccc[n+](CC(=O)c2ccc(Cl)cc2)c1 | 9%
CC(C)Oc1cc2oc(=O)c3c(c2cc1Cl)CCC3 | 2%
O=C(Nc1ccccc1Br)C12CC3CC(CC(C3)C1)C2 | 15%
O=[N+]([O-])c1cc(S(=O)(=O)N2CCN(c3ccccc3)CC2)ccc1Cl | 15%
Cc1cccc2sc(NC(=O)c3ccc(Cl)cc3[N+](=O)[O-])nc12 | 18%
NC(=O)C1CCN(C(=O)Nc2ccc(Cl)c(Cl)c2)CC1 | 8%
O=C(CSc1nc2ccccc2[nH]1)NCc1ccco1 | 0%
COc1cc(NC(=O)c2ccc(Cl)c([N+](=O)[O-])c2)c(C(=O)O)cc1OC | 8%
CC1CCC(N2CCN(c3ccccc3F)CC2)C1 (stereo not drawn) | 13%
CN(C)c1ccc(NC(=S)NC(=O)c2ccc(F)cc2)cc1 | 26%
COc1ccc(NC(=O)CN(c2ccc(C)cc2)S(=O)(=O)c2ccccc2)cc1OC | 3%
O=C(Nc1cccc([N+](=O)[O-])c1)c1sc2ccccc2c1Cl | 10%
O=C(O)c1ccc(-c2ccc(Br)cc2)o1 | 0%
COc1ccc(C(=O)Nc2ccc(Br)cc2C)cc1 | 1%
O=C(c1cc2nc(-c3ccc(Cl)cc3)cc(C(F)(F)F)n2n1)N1CCCCC1 | 0%
S=C(Nc1ccccc1)Nc1ccc(Oc2ccc(NC(=S)Nc3ccccc3)cc2)cc1 | 13%
COc1ccc(-c2nc3cc(N=C/C=C/c4ccc(Cl)cc4Cl)ccc3o2)cc1 | 3%
Cc1ccc(-c2nnc(NC(=O)Nc3ccccc3)s2)cc1C | 23%
Cc1ccc(C(=O)Nc2cccc(Br)c2)c(Cl)c1 | 16%
COc1ccccc1C(=O)NNC(=O)c1ccccc1C | 11%
COc1ccc(S(=O)(=O)N(CCc2ccccc2)CC(=O)Nc2ccc(Br)cc2)cc1OC | 14%
COc1ccc(CNC(=O)c2ccccc2Cl)cc1 | 3%
COc1ccc(Br)cc1C(=O)Nc1ccc(C(C)=O)cc1 | 8%
COc1ccc(/C=C2\C(=O)NC(=S)N(c3cccc(Cl)c3Cl)C2=O)cc1Br | 13%
Cc1cc(C)n(C(=O)c2cc(F)c(F)cc2C)n1 | 15%
O=C(c1cccs1)N1CCN(c2ccc([N+](=O)[O-])cc2)CC1 | 4%
